High-throughput results (PubChem)
SR-BI DiI-HDL act – activators of SR-BI mediated HDL lipid uptake; activation, % at 12.5 µM; CHO ldlA[mSR-BI] cells, DiI-HDL uptake fluorescence, 3 h; 100 = double the neutral-control signal; 320,000 tested, 0.096% active;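 active means mean replicate activation of at least 60% and every replicate at or above 60%; inconclusive means mean or all-replicate condition met, but not both; inactive means mean below 60% and not all replicates reaching 60%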;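 further: 0% = median plate neutral-control signal and 100% = twice that signal; values of inactives mirror those of a sister screen read the other way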
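Material: SR-BI-overexpressing, LDLR-lacking CHO cells | Dosing: Single compound concentration, delivered by pin transfer | Probe or stimulus: Labelled HDL, 10 µg/mL | Signal: Bottom-read cell fluorescence after medium removal, ex 550/em 595 nm | Schedule: 3 h, 37 °C | Evaluation: HDL uptake via cellular fluorescence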
SR-BI DiI inh – blocks mouse SR-BI lipid uptake from DiI-HDL; AID 488896; Q61009; ldlA[mSR-BI] CHO cells, DiI-HDL uptake fluorescence, 3 h; inhibition, % at 12.5 µM; 320,000 tested, 0.96% active;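 active means mean replicate inhibition of at least 70% and a set share of replicates each scoring 70 or more; inconclusive means meets just one of the two criteria; inactive means fails both criteria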;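 further: 0% = median of neutral control wells and 100% = median of positive control wells; values of inactives mirror those of a sister screen read the other way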
Target sequence (Q61009 whole entry, looked up): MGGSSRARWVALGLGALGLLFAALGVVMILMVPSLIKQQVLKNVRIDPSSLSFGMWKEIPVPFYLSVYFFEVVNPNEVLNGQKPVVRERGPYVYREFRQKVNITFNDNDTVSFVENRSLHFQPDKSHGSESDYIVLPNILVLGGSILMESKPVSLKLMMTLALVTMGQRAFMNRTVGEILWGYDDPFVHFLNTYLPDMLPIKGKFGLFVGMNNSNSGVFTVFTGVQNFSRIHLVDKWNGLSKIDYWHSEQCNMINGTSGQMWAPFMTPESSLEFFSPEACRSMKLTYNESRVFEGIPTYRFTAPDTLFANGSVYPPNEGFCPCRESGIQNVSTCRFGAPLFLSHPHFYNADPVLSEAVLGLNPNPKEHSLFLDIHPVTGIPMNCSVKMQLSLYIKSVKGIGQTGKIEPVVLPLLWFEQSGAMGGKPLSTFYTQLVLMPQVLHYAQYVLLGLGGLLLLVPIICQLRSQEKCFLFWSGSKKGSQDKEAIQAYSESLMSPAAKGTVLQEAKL
NSD2 inh – inhibitors of human histone methyltransferase NSD2 | AID 743445 | inhibition, % at 12.5 µM | NSD2 peptide methylation, AlphaScreen, 120 min | 310,000 tested, 0.54% active | O96028; in the data active means inhibition above about 50%
dFosB act – activators of mouse delta FosB homodimer | AID 493131 | activation, % at 25 µM | purified delta FosB, TAMRA-CDK5 oligo fluorescence polarization; percent of positive-control signal above neutral wells | 340,000 tested, 0.99% active | P13346;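 active means mean activation above about 17%, with every replicate also reaching it, limit read from the data, passing the limit was not always enough; inconclusive means only one of the two conditions met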;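 further: fluorescence polarization rise as delta FosB binds a TAMRA Cdk5 AP-1 oligo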
Target sequence (P13346 whole entry, looked up): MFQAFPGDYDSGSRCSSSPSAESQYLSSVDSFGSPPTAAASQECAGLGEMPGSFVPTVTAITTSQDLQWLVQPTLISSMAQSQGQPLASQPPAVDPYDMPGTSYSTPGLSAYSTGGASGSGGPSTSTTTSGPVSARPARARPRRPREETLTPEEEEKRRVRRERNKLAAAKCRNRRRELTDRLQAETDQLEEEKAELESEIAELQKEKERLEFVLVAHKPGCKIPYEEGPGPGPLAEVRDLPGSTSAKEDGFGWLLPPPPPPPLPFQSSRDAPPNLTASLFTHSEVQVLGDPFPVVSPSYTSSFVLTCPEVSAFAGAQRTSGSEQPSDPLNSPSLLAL
Rtt109 Vps75 – C. albicans Rtt109 histone acetyltransferase inhibition; Q5AAJ8; purified Rtt109/Vps75, ThioGlo CoA-SH fluorescence, 4 h; inhibition, % at 34.9 µM; 330,000 tested, 0.16% active; AID 540336;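 active means inhibition of at least 50% in every replicate; inconclusive means best replicate reaches 50% inhibition but some replicates fall short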
MITF act – MITF TRPM1 promoter activation in melanoma cells; 300,000 tested, 0.75% active; AID 588334; activation, % at 12.5 µM; SK-MEL-5 TRPM1-promoter luciferase, 24 h; % of positive control, neutral wells = 0;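 active means mean activation of at least 80% with every replicate also reaching 80%; inconclusive means mean reaches 80% but some replicate falls short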;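 further: 0% = neutral control wells and 100% = parthenolide positive control wells; values of inactives mirror those of a sister screen read the other way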
CAL PDZ FP-1 – blocks peptide binding to the human CAL PDZ domain; 300,000 tested, 0.92% active; Q9HD26; inhibition, % at 24.9 µM; AID 602252; purified CAL PDZ, TMR-peptide fluorescence polarization, 1 h;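 active means mean inhibition of at least 30% with at least half of replicates also reaching 30%; inconclusive means no clear call, values can overlap the other calls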;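 further: 0% = DMSO neutral control and 100% = excess unlabeled competitor peptide PRC23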
CAL PDZ FP-2 – inhibitors of human CAL PDZ peptide binding. Q9HD26. inhibition, % at 20 µM. AID 504414. 330,000 tested, 0.02% active. purified CAL PDZ, TMR-peptide fluorescence polarization, 1 h;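 active means highest replicate inhibition of at least 40%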;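 further: plate controls were DMSO neutral control wells for no effect and unlabeled competitor peptide control wells for full effect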
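Assay system – tagged CAL PDZ protein CerCALP, purified · Timing – 1 h at RT · Compound – single point, 20 µM · Measured by – fluorescence polarization from S- and P-plane intensities, G-factor corrected · Evaluation – inhibition from polarization loss · Probe or stimulus – TMR reporter peptide T*-PRC34 · Buffer or medium – pH 7.4 phosphate-saline buffer, reducing agent, detergent, IgG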
PvdQ inh – blocks Pseudomonas aeruginosa PvdQ acylase activity; purified PvdQ acylase, fluorescence plate reader; inhibition, % at 10 µM; 340,000 tested, 0.063% active; AID 488965; in the data active means inhibition above about 30%, passing the limit was not always enough; inconclusive means no clear call, values can overlap the other calls;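 further: 0% = vehicle neutral wells and 100% = reference inhibitor wells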
PfHsp90 yeast 2 – growth inhibition of yeast expressing Plasmodium Hsp90; AID 504621; S. cerevisiae expressing PfHsp90, BacTiter-Glo ATP, 48 h; yeast lacking PDR1 and PDR3 efflux regulators; 310,000 tested, 0.32% active; inhibition, % at 9.4 µM;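 active means every replicate shows inhibition above about 80%, whatever the replicate mean, limit read from the data; inconclusive means mean inhibition reaches the set limit but some replicate falls short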;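 further: 0% = DMSO neutral controls and 100% = 20 µM radicicol positive controls; yeast relying on Plasmodium falciparum Hsp90 in place of its own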
* = called active by the depositor; ? = inconclusive; . = no result given.

molecule,SR-BI DiI-HDL act,SR-BI DiI inh,NSD2 inh,dFosB act,Rtt109 Vps75,MITF act,CAL PDZ FP-1,CAL PDZ FP-2,PvdQ inh,PfHsp90 yeast 2
O=C(CSc1cn(CCNC(=O)c2ccccc2)c2ccccc12)NCC1CCCO1 (stereo unspecified),1,-1,11,-5,1,-8,-4,-1.8,-14,-22
Cc1sc2ncnc(N3CCN(S(=O)(=O)c4ccccc4)CC3)c2c1C,-7,7,1,-8,1,-2,-4,0.7,-10,.
CCn1nc(C)cc1C(=O)N1CCCC(C(=O)c2ccc(OC)cc2C)C1 (stereo unspecified),25,-25,-5,-8,-14,-10,.,-1.0,-11,5
Cc1ccc(CCNC(=O)CCS(=O)(=O)c2ccc3nc(C)sc3c2)cc1,4,-4,.,-3,1,-6,1,0.7,-14,28
O=C(CC12CC3CC(CC(C3)C1)C2)NC(=S)Nc1ccc(CN2CCOCC2)cc1,-5,5,-3,-11,-15,-7,-5,-0.6,-8,0
O=C(N1CCCCC1)C1(c2ccccc2)CCOCC1,11,6,-1,-4,19,8,-1,-0.8,6,-4
Cc1ccc2nc(SCC(=O)N/N=C/c3ccco3)cc(C)c2c1,-16,16,11,-20,5,7,-1,-2.8,5,-16
COc1cccc(NC(=O)CN(C)CC(=O)Nc2ccc3c(c2)OCO3)c1,-10,10,.,-5,-3,-5,.,0.4,-7,.

The closing 2 records of the section above lead into the next.
molecule,SR-BI DiI-HDL act,SR-BI DiI inh,NSD2 inh,dFosB act,Rtt109 Vps75,MITF act,CAL PDZ FP-1,CAL PDZ FP-2,PvdQ inh,PfHsp90 yeast 2
Cc1ccc2nc(SCC(=O)N/N=C/c3ccco3)cc(C)c2c1,-16,16,11,-20,5,7,-1,-2.8,5,-16
COc1cccc(NC(=O)CN(C)CC(=O)Nc2ccc3c(c2)OCO3)c1,-10,10,.,-5,-3,-5,.,0.4,-7,.
O=C(N/N=C/c1cn(-c2ccccc2)nc1-c1cccs1)c1ccncc1,-37,37,-1,-15,-12,18,-2,-8.7,4,-50
CC(=O)Nc1ccc(C(=O)CSc2nnnn2C)cc1,12,-12,-2,-2,14,19,-2,0.0,-10,-29
O=C1Nc2ccccc2C(O)(C(=O)NCc2ccc3c(c2)OCO3)N1c1ccc(Cl)c(Cl)c1 (stereo unspecified),18,-18,-6,6,15,.,-2,-1.4,-11,-3
Cc1cc2[nH]c(=O)c(=O)[nH]c2cc1S(=O)(=O)Nc1cccc(F)c1,-3,3,-6,2,-3,11,0,-1.2,-8,-24
NC(=S)n1[nH]c(-c2ccc([N+](=O)[O-])cc2)c(N=Nc2ccccc2[N+](=O)[O-])c1=O,-89,89*,3,-2,11,-5,.,1.1,-5,-2
CCCn1c2ccccc2c2cnn(CC(=O)NCCN(CC)CC)c(=O)c21,2,-2,19,-6,14,17,-6,.,11,18
Cc1ccc(C(=O)NCc2ccco2)c(C)c1,1,-1,3,-3,1,.,-2,0.6,-19,6
CC(C)C(=O)Nc1nc(-c2ccc3c(c2)CCN3C(=O)C2CC2)cs1,-89,89*,2,-11,4,45,-4,-2.6,-7,-34
O=C(O)C1(P(=O)(c2ccc(Cl)cc2)c2ccc(Cl)cc2)CC1,10,-10,1,1,1,1,2,0.5,-13,-26
COc1ccc(C(=O)Cn2c(Cl)nc3c2c(=O)n(C)c(=O)n3C)cc1,12,-12,7,-10,-5,.,-5,0.2,-2,-4
Cc1cc(S(=O)(=O)NCc2cccnc2)ccc1F,17,-17,59*,2,-2,-3,-1,.,-18,-4
CCOC(=O)COc1ccc(/C=C2\NC(=S)N(CC)C2=O)cc1,10,-10,1,1,-1,-8,-4,-0.4,7,44
Cc1ccc(S(=O)(=O)N/N=C/c2cc([N+](=O)[O-])ccc2O)cc1[N+](=O)[O-],11,-11,6,3,-1,28,0,-1.7,-12,-3
COC(=O)CSc1nc2ncccc2[nH]1,23,-23,25,1,-14,.,2,-1.3,-16,20
CCOC(=O)N1CCN(C(=O)c2ccc3nc4ccsc4c(=O)n3c2)CC1,-7,7,.,-5,11,-33,-2,-0.2,-13,1
O=C(c1ccncc1)N1CCN(C(=O)c2cccc3ccccc23)CC1,6,-6,.,-16,-1,-19,-4,-0.3,-6,-4
CC(=O)/C=C\c1cn(-c2ncc(C(F)(F)F)cc2Cl)c2ccccc12,-37,37,0,-8,-6,-19,-4,0.2,-8,.
O=C(Cn1c(C(F)(F)F)nc2ccccc21)Nc1ccccc1C(=O)O,-34,34,1,-2,-1,-9,3,-1.1,-16,21
COc1ccc2c(Cl)c(C(=O)NCCc3ccc(S(N)(=O)=O)cc3)sc2c1,.,.,-2,-5,-8,1,5,-1.0,-13,-42
CCOc1cc(NC(=S)NCCCN2CCOCC2)c(OCC)cc1NC(=O)c1ccccc1,-36,36,-1,-10,-2,-6,3,-3.1,0,-4
Cc1cc(/C=C2\C(=N)N3C(SCc4ccccc4)=NSC3=NC2=O)c(C)n1Cc1ccccc1,-8,8,24,-10,-10,6,-9,.,-12,-11
C=C(C)CNC(=S)N/N=C/c1c(F)cccc1F,5,-5,-3,3,.,-16,-6,-0.6,3,-28
CCOC(=O)c1c(CN2CCC(C)CC2)n(C)c2cc(Br)c(OC)cc12,13,-13,21,1,0,9,-6,-1.2,-15,6
CC(=O)c1cccc(NC(=S)NC(=O)C(C)C)c1,-10,10,.,-1,6,2,-1,-1.4,2,1

Molecules from the list above with a Cl atom:
molecule,SR-BI DiI-HDL act,SR-BI DiI inh,NSD2 inh,dFosB act,Rtt109 Vps75,MITF act,CAL PDZ FP-1,CAL PDZ FP-2,PvdQ inh,PfHsp90 yeast 2
O=C1Nc2ccccc2C(O)(C(=O)NCc2ccc3c(c2)OCO3)N1c1ccc(Cl)c(Cl)c1 (stereo unspecified),18,-18,-6,6,15,.,-2,-1.4,-11,-3
O=C(O)C1(P(=O)(c2ccc(Cl)cc2)c2ccc(Cl)cc2)CC1,10,-10,1,1,1,1,2,0.5,-13,-26
COc1ccc(C(=O)Cn2c(Cl)nc3c2c(=O)n(C)c(=O)n3C)cc1,12,-12,7,-10,-5,.,-5,0.2,-2,-4
CC(=O)/C=C\c1cn(-c2ncc(C(F)(F)F)cc2Cl)c2ccccc12,-37,37,0,-8,-6,-19,-4,0.2,-8,.
COc1ccc2c(Cl)c(C(=O)NCCc3ccc(S(N)(=O)=O)cc3)sc2c1,.,.,-2,-5,-8,1,5,-1.0,-13,-42

Structures listed so far printed as active in NSD2 inh:
SMILES | SR-BI DiI-HDL act | SR-BI DiI inh | NSD2 inh | dFosB act | Rtt109 Vps75 | MITF act | CAL PDZ FP-1 | CAL PDZ FP-2 | PvdQ inh
Cc1cc(S(=O)(=O)NCc2cccnc2)ccc1F | 17 | -17 | 59* | 2 | -2 | -3 | -1 | . | -18

Remaining list, next part
molecule,SR-BI DiI-HDL act,SR-BI DiI inh,NSD2 inh,dFosB act,Rtt109 Vps75,MITF act,CAL PDZ FP-1,CAL PDZ FP-2,PvdQ inh,PfHsp90 yeast 2
CCOc1ccc2nc(NC(=O)Cn3[nH]c(=O)c4ccccc4c3=O)sc2c1,3,-3,1,2,1,?,-4,-3.4,-2,-9
Cn1c(=O)[nH]c(=O)c2c1nc(N(CCO)Cc1ccccc1)n2CCCc1ccccc1,6,-6,.,0,1,20,0,-0.8,-1,-6
O=S(=O)(NC1=NCCCCC1)c1ccc(Cl)cc1Cl,3,-3,0,2,-7,3,1,-1.3,-2,.
O=[N+]([O-])c1cc2c(cc1/C=N/n1cnnc1)OCO2,4,-4,-2,5,18,11,.,-0.3,5,-3
CC(=O)Nc1ccc(S(=O)(=O)Nc2cccc(N(C)S(C)(=O)=O)c2)cc1,.,.,1,2,-6,-12,3,-4.4,-13,-14
COCCNC(=O)C(=O)NCC1OCCN1C(=O)c1ccc(Cl)cc1 (stereo unspecified),24,-24,.,-6,-12,11,4,0.3,-4,-7
CC/C(=N/NC(=O)c1ccc(Br)o1)c1ccc(Cl)cc1,33,-33,-2,4,11,5,-14,0.6,-12,-1
Cc1ccc(-c2ccc(CCC(=O)O)n2-c2ccc(O)cc2)cc1,2,-2,11,-9,-3,1,.,0.0,-23,6
COc1ccccc1NC(=O)C1=C(C)Nc2nnnn2C1c1ccccc1OC (stereo unspecified),7,-7,-2,-5,2,-5,-3,-0.8,-19,0
CC(C)COC(=O)Nc1nnc(SCCOc2ccccc2)s1,17,-17,-1,-1,2,1,-2,0.0,-8,1
CCOC(=O)N1CCN(c2c(NCCCN(C)c3ccccc3)c(=O)c2=O)CC1,2,-2,.,-3,2,.,.,-1.3,-9,-8
CCN(CC)c1ccc(S(=O)(=O)N2CCOCC2)cc1NC(=O)CN1C(=O)NC2(CCC(C)CC2)C1=O (stereo unspecified),14,-14,0,-6,-4,6,-6,-0.6,-15,4
Cc1ccccc1NC(=O)C1CCCN(S(=O)(=O)c2ccc3c(c2)C(C)(C)C(=O)N3C)C1 (stereo unspecified),-15,14,.,-5,3,.,.,0.1,-16,5
Cc1onc(-c2ccccc2Cl)c1C(=O)Oc1cccc2cccnc12,-12,12,0,-8,5,-2,-2,-0.7,-3,30
CCC[n+]1c(C)sc2c3c(ccc21)CCCC3,12,-12,.,-11,-2,-67,-9,11,-4,-19
Cc1c2cnn(-c3ccccc3)c(=O)c2c(C)n1CCCC(=O)N1CCN(C)CC1,31,-31,.,-10,4,.,2,-1.3,-11,7
Cc1nc2nc(C)n(CCN3CCOCC3)c(=O)c2c(-c2cccc([N+](=O)[O-])c2)c1C(=O)CCCCCCCCCCN1CCC(c2ccccc2)(c2ccccc2)CC1,-24,24,11,37*,5,.,-2,-16,-15,0
COc1ccc(C(=O)Nc2nc3ccccc3c(=O)[nH]2)cc1,-3,3,5,-11,0,22,-3,.,11,15
C[C@@H]1O[C@@H](OCCC(=O)O)[C@H](O)C[C@H]1O,24,-24,.,-6,-22,4,1,-7.4,-8,.
Cc1ccccc1-c1nn(-c2ccc(F)cc2F)cc1CNCCCO,19,-19,4,-3,4,8,1,-0.2,12,8
Cc1ccc(NC(=O)CCC(=O)NNC(=S)Nc2ccc(F)cc2)c(C)c1,-9,9,.,-1,-10,5,-7,-1.0,-17,-69
CCOC(=O)N1CCC(n2c(SCC(=O)c3ccccc3)nc3ccsc3c2=O)CC1,-29,29,1,-6,15,-27,.,-0.1,1,-8
Cc1ccc(C)c(C(=O)CSc2nc(C)cc(=O)[nH]2)c1,12,-12,0,9,-23,.,-10,-1.3,-16,15
